Assay outcomes: PubChem, Broad Institute
NSD2 HMT inh: NSD2 (human) methyltransferase inhibition. inhibition, % at 12.5 µM. NSD2 peptide methylation, AlphaScreen, 120 min. hit rate 0.54% among 310,000. AID 743445; in the data active = inhibition above about 50%
PvdQ inh: P. aeruginosa PvdQ acylase inhibition; purified PvdQ acylase, fluorescence plate reader; inhibition, % at 10 µM; hit rate 0.063% among 340,000; AID 488965; in the data active = inhibition above about 30%, passing the limit was not always enough; inconclusive = no clear call, values can overlap the other calls;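 note: 0% = vehicle neutral wells and 100% = reference inhibitor wells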
PfHsp90 set2: inhibits growth of yeast expressing Plasmodium falciparum Hsp90 | S. cerevisiae expressing PfHsp90, BacTiter-Glo ATP, 48 h; yeast lacking PDR1 and PDR3 efflux regulators | inhibition, % at 9.4 µM | hit rate 0.32% among 310,000;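 active = every replicate shows inhibition above about 80%, whatever the replicate mean, limit read from the data; inconclusive = mean inhibition reaches the set limit but some replicate falls short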;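 note: 0% = DMSO neutral controls and 100% = 20 µM radicicol positive controls; yeast relying on Plasmodium falciparum Hsp90 in place of its own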
MITF act: MITF TRPM1 promoter activation in melanoma cells; AID 588334; activation, % at 12.5 µM; hit rate 0.75% among 300,000; SK-MEL-5 TRPM1-promoter luciferase, 24 h; % of positive control, neutral wells = 0;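 active = mean activation of at least 80% with every replicate also reaching 80%; inconclusive = mean reaches 80% but some replicate falls short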;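 note: 0% = neutral control wells and 100% = parthenolide positive control wells; values of inactives mirror those of a sister screen read the other way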
CAL PDZ FP-1: blocks peptide binding to the human CAL PDZ domain | Q9HD26 | purified CAL PDZ, TMR-peptide fluorescence polarization, 1 h | inhibition, % at 24.9 µM | hit rate 0.92% among 300,000 | AID 602252;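 active = mean inhibition of at least 30% with at least half of replicates also reaching 30%; inconclusive = no clear call, values can overlap the other calls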;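 note: 0% = DMSO neutral control and 100% = excess unlabeled competitor peptide PRC23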
dFosB activator: mouse delta FosB homodimer activation; P13346; hit rate 0.99% among 340,000; activation, % at 25 µM; purified delta FosB, TAMRA-CDK5 oligo fluorescence polarization; percent of positive-control signal above neutral wells; AID 493131;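 active = mean activation above about 17%, with every replicate also reaching it, limit read from the data, passing the limit was not always enough; inconclusive = only one of the two conditions met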;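 note: fluorescence polarization rise as delta FosB binds a TAMRA Cdk5 AP-1 oligo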
Target sequence (P13346 whole entry, looked up): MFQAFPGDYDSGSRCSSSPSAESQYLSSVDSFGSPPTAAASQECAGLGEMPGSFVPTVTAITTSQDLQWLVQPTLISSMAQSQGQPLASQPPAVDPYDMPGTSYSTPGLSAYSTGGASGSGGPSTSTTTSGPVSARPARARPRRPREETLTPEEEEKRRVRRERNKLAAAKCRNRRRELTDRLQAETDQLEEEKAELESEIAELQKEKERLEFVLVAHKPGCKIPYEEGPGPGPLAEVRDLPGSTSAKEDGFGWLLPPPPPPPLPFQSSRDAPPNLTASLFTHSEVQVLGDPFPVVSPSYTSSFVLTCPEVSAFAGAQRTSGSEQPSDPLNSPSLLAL
SR-BI uptake up: SR-BI HDL lipid transfer activation; CHO ldlA[mSR-BI] cells, DiI-HDL uptake fluorescence, 3 h; 100 = double the neutral-control signal; hit rate 0.096% among 320,000; activation, % at 12.5 µM;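 active = mean replicate activation of at least 60% and every replicate at or above 60%; inconclusive = mean or all-replicate condition met, but not both; inactive = mean below 60% and not all replicates reaching 60%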;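 note: 0% = median plate neutral-control signal and 100% = twice that signal; values of inactives mirror those of a sister screen read the other way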
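System: CHO ldlA[mSR-BI] cells / Medium: HEPES-buffered (25 mM, pH 7.4) F12 plus 0.5% BSA / Probe or stimulus: labelled HDL, 10 µg/mL / Doses: single compound concentration, delivered by pin transfer / Schedule: 3 h, 37 °C / Measured by: DiI fluorescence, bottom read / Measure: cell-associated DiI fluorescence as measure of HDL uptake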
CAL PDZ FP-2: blocks peptide binding to human CAL PDZ domain. purified CAL PDZ, TMR-peptide fluorescence polarization, 1 h. inhibition, % at 20 µM. hit rate 0.02% among 330,000. AID 504414;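 active = highest replicate inhibition of at least 40%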;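 note: plate controls were DMSO neutral control wells for no effect and unlabeled competitor peptide control wells for full effect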
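Material – purified CerCALP PDZ construct · Detection – FP readout, S and P plane fluorescence · Measure – percent inhibition from loss of millipolarization · Controls – unlabelled peptide for full inhibition, DMSO wells as neutral · Probe or stimulus – TMR-labelled reporter peptide T*-PRC34 bound in PDZ groove · Times – 1 h at RT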
Rtt109 Vps75: blocks Candida albicans Rtt109/Vps75 acetyltransferase activity; hit rate 0.16% among 330,000; inhibition, % at 34.9 µM; AID 540336; Q5AAJ8; purified Rtt109/Vps75, ThioGlo CoA-SH fluorescence, 4 h;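 active = inhibition of at least 50% in every replicate; inconclusive = best replicate reaches 50% inhibition but some replicates fall short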
Target sequence (Q5AAJ8 whole entry, looked up): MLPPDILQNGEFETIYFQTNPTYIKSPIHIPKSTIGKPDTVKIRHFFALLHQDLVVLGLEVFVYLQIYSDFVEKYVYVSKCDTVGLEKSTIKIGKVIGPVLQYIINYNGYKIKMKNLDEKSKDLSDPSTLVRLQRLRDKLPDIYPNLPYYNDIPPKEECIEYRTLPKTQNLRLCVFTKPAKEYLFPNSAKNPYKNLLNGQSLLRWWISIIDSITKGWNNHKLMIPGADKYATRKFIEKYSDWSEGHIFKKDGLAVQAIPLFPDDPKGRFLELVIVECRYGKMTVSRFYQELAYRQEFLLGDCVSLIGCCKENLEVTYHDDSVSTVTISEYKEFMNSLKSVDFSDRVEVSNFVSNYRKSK
SR-BI DiI inh: mouse SR-BI HDL lipid transfer inhibition; Q61009; ldlA[mSR-BI] CHO cells, DiI-HDL uptake fluorescence, 3 h; inhibition, % at 12.5 µM; hit rate 0.96% among 320,000; AID 488896;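 active = mean replicate inhibition of at least 70% and a set share of replicates each scoring 70 or more; inconclusive = meets just one of the two criteria; inactive = fails both criteria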;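 note: 0% = median of neutral control wells and 100% = median of positive control wells; values of inactives mirror those of a sister screen read the other way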
Active calls of the source: *; u = inconclusive; x = no result given.

1	O=c1nc(-c2ccccc2)cc(-c2ccccc2)[nH]1
2	Cc1ccc(CC(=O)Nc2cccc([N+](=O)[O-])c2)cc1
3	COc1ccc(C(=O)COc2ccc(F)cc2)c(O)c1
4	CC(C)(C)C(=O)Nc1nnc(CSCc2ccccc2F)s1
5	O=C(NCC(c1ccco1)N1CCN(c2ccccc2F)CC1)c1ccc2c(c1)OCO2 (configuration not stated)
6	COc1ccc(/C(N)=N/OC(=O)Cc2cccs2)cc1OC
7	COc1ccc(CNC(=O)C2CC(c3cc(C(F)(F)F)cc(C(F)(F)F)c3)=NO2)cc1 (configuration not stated)
8	COc1ccccc1NC(=O)C(=O)Nc1ccc2c(c1)N(C(=O)C1CC1)CCC2

Assay by compound	1	2	3	4	5	6	7	8
NSD2 HMT inh	2	0	-1	8	0	-1	x	-2
PvdQ inh	-2	-6	3	-16	-5	-2	-16	-11
PfHsp90 set2	13	x	-12	10	-6	-8	1	3
MITF act	0	4	74	17	-8	15	-12	0
CAL PDZ FP-1	-6	-1	0	1	-5	4	-3	-5
dFosB activator	-26	6	-5	-3	-11	-3	-6	6
SR-BI uptake up	23	-10	-16	-4	-16	9	-6	-18
CAL PDZ FP-2	-0.4	-2.5	-2.4	-0.2	-0.4	-1.2	-2.3	0.2
Rtt109 Vps75	0	1	2	1	-1	4	-14	-4
SR-BI DiI inh	-23	10	17	4	16	-9	6	18

9	NC(=O)Cn1nnc(-c2ccc(NC(=O)c3ccc(F)cc3)cc2)n1
10	O=C(Nc1cnn(Cc2ccccc2)c1)c1cc2nc(-c3ccco3)cc(C(F)(F)F)n2n1
11	COc1ccc(OC)c(N2C(=O)C(Cl)=C(N3CCCCC3)C2=O)c1
12	Cc1cc(C)c(S(=O)(=O)N2CCN(C(=O)c3ccc4c(c3)OCO4)CC2)c(C)c1
13	COc1ccc(CNC(=O)CN(Cc2ccc(Cl)cc2)S(C)(=O)=O)cc1
14	CCc1c(C)sc(NC(=O)c2ccccc2[N+](=O)[O-])c1C(N)=O
15	Cc1nn(-c2ccccc2)c(C)c1/C=N/NC(=O)c1cccs1
16	CC(=O)c1cccc(CN2CCC(CO)(CCOc3ccccc3)CC2)c1

Assay by compound	9	10	11	12	13	14	15	16
NSD2 HMT inh	2	-1	2	21	-1	2	12	2
PvdQ inh	-10	-18	-10	-19	-15	-5	10	-6
PfHsp90 set2	-9	13	x	-11	-1	22	-25	17
MITF act	20	8	-3	-12	-8	-11	20	x
CAL PDZ FP-1	-4	-1	x	-3	0	8	-1	-11
dFosB activator	7	3	-14	-7	-9	-2	-5	-7
SR-BI uptake up	10	-71	4	-9	-17	-26	-27	3
CAL PDZ FP-2	-1.7	-0.9	-1.9	-2.4	-2.3	-1.2	-3.8	0.0
Rtt109 Vps75	-16	-7	0	7	7	-1	-3	1
SR-BI DiI inh	-10	71*	-4	9	17	26	27	-3

Sorted by count of non-hydrogen atoms (descending): 9 of the compounds above.
10	O=C(Nc1cnn(Cc2ccccc2)c1)c1cc2nc(-c3ccco3)cc(C(F)(F)F)n2n1
5	O=C(NCC(c1ccco1)N1CCN(c2ccccc2F)CC1)c1ccc2c(c1)OCO2 (configuration not stated)
7	COc1ccc(CNC(=O)C2CC(c3cc(C(F)(F)F)cc(C(F)(F)F)c3)=NO2)cc1 (configuration not stated)
8	COc1ccccc1NC(=O)C(=O)Nc1ccc2c(c1)N(C(=O)C1CC1)CCC2
13	COc1ccc(CNC(=O)CN(Cc2ccc(Cl)cc2)S(C)(=O)=O)cc1
9	NC(=O)Cn1nnc(-c2ccc(NC(=O)c3ccc(F)cc3)cc2)n1
11	COc1ccc(OC)c(N2C(=O)C(Cl)=C(N3CCCCC3)C2=O)c1
15	Cc1nn(-c2ccccc2)c(C)c1/C=N/NC(=O)c1cccs1
6	COc1ccc(/C(N)=N/OC(=O)Cc2cccs2)cc1OC

Assay by compound	10	5	7	8	13	9	11	15	6
NSD2 HMT inh	-1	0	x	-2	-1	2	2	12	-1
PvdQ inh	-18	-5	-16	-11	-15	-10	-10	10	-2
PfHsp90 set2	13	-6	1	3	-1	-9	x	-25	-8
MITF act	8	-8	-12	0	-8	20	-3	20	15
CAL PDZ FP-1	-1	-5	-3	-5	0	-4	x	-1	4
dFosB activator	3	-11	-6	6	-9	7	-14	-5	-3
SR-BI uptake up	-71	-16	-6	-18	-17	10	4	-27	9
CAL PDZ FP-2	-0.9	-0.4	-2.3	0.2	-2.3	-1.7	-1.9	-3.8	-1.2
Rtt109 Vps75	-7	-1	-14	-4	7	-16	0	-3	4
SR-BI DiI inh	71*	16	6	18	17	-10	-4	27	-9

Carrying on.
17	COc1ccc(Nc2ncc3c(n2)CC(c2ccccc2)CC3=O)cc1 (configuration not stated)
18	CCCCNS(=O)(=O)CCNCc1ccco1
19	COc1cccc(C(=O)NCc2ccc3c(c2)OCO3)c1
20	COc1cccc(C(c2sc3ncnn3c2O)N2CCN(C(=O)c3ccco3)CC2)c1 (configuration not stated)
21	COc1ccc(CNC(=O)C2CCCN(S(=O)(=O)c3cc(C)ccc3OC)C2)cc1 (configuration not stated)
22	Cc1cc(SCC(=O)NC(=O)NCc2ccco2)nc2c(C)cccc12
23	Cc1cc(NC(=O)c2cc(-c3ccc(OC(C)C)cc3)nc3ccccc23)no1
24	COc1ccc(-c2csc(N3C(=O)CNC3=S)n2)cc1

Assay by compound	17	18	19	20	21	22	23	24
NSD2 HMT inh	-1	x	-1	x	1	x	-8	-1
PvdQ inh	-3	1	-9	-21	-8	5	-13	-12
PfHsp90 set2	2	-28	0	5	x	-15	-9	-36
MITF act	14	7	x	-9	-8	-7	39	0
CAL PDZ FP-1	-3	-4	7	-1	x	-2	-3	67*
dFosB activator	16	-10	-4	-3	-11	1	-11	-2
SR-BI uptake up	-54	26	-3	9	-14	-3	u	-9
CAL PDZ FP-2	0.4	-0.6	-0.2	0.1	-1.0	-2.2	-2.6	-0.5
Rtt109 Vps75	-6	5	6	8	0	16	-3	-2
SR-BI DiI inh	54	-26	3	-9	14	3	-154	9

25	CCOC(=O)c1cn(Cc2ccccc2)c2cc(C)nn2c1=O
26	COc1ccc(OCC(O)CNC(=O)c2ccc(OC)cc2)cc1 (configuration not stated)
27	COc1ccc(NC(=O)CN(C)C(=O)CSc2ccc(Br)cc2)cc1
28	CCCCN(Cc1ccccc1)S(=O)(=O)c1ccc2[nH]c(=O)oc2c1
29	N/C(=N\OC(=O)Cc1ccc(-c2ccccc2)cc1)c1ccccn1
30	O=C1CCCCC1(c1ccccc1)c1ccccc1
31	COCc1ccc(C(=O)N2CCC(CCC(=O)Nc3cccc(C)c3)CC2)s1
32	Cc1ccc(S(=O)(=O)N(C)C)cc1NC(=O)CSc1ccc2c(c1)OCCO2

Assay by compound	25	26	27	28	29	30	31	32
NSD2 HMT inh	-3	-3	-2	0	-6	-1	-1	-3
PvdQ inh	-9	-5	-14	-12	-12	-10	-11	-12
PfHsp90 set2	11	17	-27	-22	-1	x	9	27
MITF act	x	13	13	2	12	4	-29	-6
CAL PDZ FP-1	-4	-1	-1	-3	-3	x	x	-2
dFosB activator	0	-8	-12	-1	-3	0	-11	-3
SR-BI uptake up	7	-2	-7	x	6	9	x	-2
CAL PDZ FP-2	0.2	-1.0	-1.6	-1.5	-1.1	-0.8	-0.8	0.3
Rtt109 Vps75	3	-4	-2	4	2	-2	-4	-2
SR-BI DiI inh	-7	2	7	x	-6	-9	20	2

33	O=C(O)C(S)C(S)C(=O)O (configuration not stated)
34	COc1cc(NC(=O)c2ccc(Br)o2)ccc1NC(=O)c1ccccc1Cl
35	COc1cc2ccccc2cc1C(=O)NC1CCC(C)CC1 (configuration not stated)
36	COc1cc(/C=N/N=C(/N)c2nonc2N)cc(Br)c1OCc1ccccc1C
37	CC1CCCCN1CCCNC(=O)c1ccc(Br)cc1 (configuration not stated)
38	O=S(=O)(Oc1ccc(C(=S)N2CCOCC2)cc1)c1ccc(Cl)cc1
39	COc1ccc(N(CC(=O)Nc2ccc(F)cc2F)S(=O)(=O)c2c(C)nn(C)c2C)cc1
40	CCc1ccc(NC(=O)c2ccc3c(c2)C(=O)N(CCOC)C3Nc2ccc(CC)cc2)cc1 (configuration not stated)

Assay by compound	33	34	35	36	37	38	39	40
NSD2 HMT inh	x	1	1	37	4	2	13	x
PvdQ inh	7	-4	-6	-16	2	-2	6	-13
PfHsp90 set2	37	-22	-8	-5	1	-15	2	4
MITF act	-4	9	118*	18	-3	-7	6	x
CAL PDZ FP-1	-2	-3	-4	-3	-3	x	-7	x
dFosB activator	-7	-6	-9	14	3	3	-2	-4
SR-BI uptake up	0	-83	-71	-63	x	0	6	-61
CAL PDZ FP-2	-0.3	-4.4	-2.8	-1.7	-2.5	0.2	-1.5	-0.8
Rtt109 Vps75	12	-3	2	1	x	-10	6	3
SR-BI DiI inh	0	83*	71*	63	x	0	-6	61

41	Cn1nc(C(=O)N2CCN(S(=O)(=O)c3ccc(Cl)cc3)CC2)c2ccccc2c1=O
42	CN(C)c1nc(-c2ccccc2)ncc1S(=O)(=O)c1ccccc1
43	Oc1c(Br)cc(Br)cc1/C=N/Nc1ccc(Cl)nn1
44	Cc1ccc(S(=O)(=O)N2CCN(C(=O)CCCOc3cccc(C)c3)CC2)cc1
45	NS(=O)(=O)c1ccc(NC(=O)COC(=O)CCC2CCCC2)cc1
46	Cc1ccc(C)n1-n1cnc2scc(-c3cccs3)c2c1=O
47	CCCn1c2ccc(F)cc2c2nnc(SCCN3CCCCC3)nc21
48	Cc1cc(C)c2nc3c(c(C(=O)O)c2c1)CCC3
49	Cc1cccc(-n2c(C)nc3ccsc3c2=O)c1
50	CC1CN(S(=O)(=O)c2cccc(C(=O)Nc3cc(Cl)ccc3N3CCOCC3)c2)CC(C)O1 (configuration not stated)

Assay by compound	41	42	43	44	45	46	47	48	49	50
NSD2 HMT inh	-3	-7	0	-2	-2	1	9	-3	-2	-1
PvdQ inh	-5	-8	22	-5	-6	-15	-17	-6	-9	-19
PfHsp90 set2	x	11	-2	17	10	-5	14	x	12	24
MITF act	-2	-8	-63	-10	6	2	10	x	x	-4
CAL PDZ FP-1	-5	x	-3	1	x	-41	0	-7	-3	-7
dFosB activator	-11	-5	-2	-9	3	-8	-11	-3	-3	-3
SR-BI uptake up	5	-44	-6	16	6	-48	-11	23	x	0
CAL PDZ FP-2	-3.3	-0.9	-1.2	0.7	-0.8	-2.2	-4.1	-0.6	-0.5	-0.4
Rtt109 Vps75	-2	-1	-12	-2	-15	2	-11	0	-2	-13
SR-BI DiI inh	-5	44	6	-16	-6	48	11	-23	x	0
